S3 lipid droplet – qHTS Assay for Lipid Storage Modulators in Drosophila S3 Cells; Drosophila S3 cells, BODIPY lipid droplet fluorescence, 18-24 h; cells fed with added oleic acid; lipid storage change, negative = inhibition, % at the top dose, mostly 46.1 µM; hits show Potency in µM; 320,000 compounds, 0.64% hits; active = well fitted inhibition curve with a large enough effect in the signal ratio, with a control signal flat, not every such curve was filed as active; inconclusive = small, poorly fitted or top-dose-only effect, or effect the other way, or a change in a side signal; the % refers to the signal ratio
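Laser-scanning cytometry quantifies lipid droplet accumulation (500–530 nm total intensity; droplet/cell object ratio) in oleic acid-fed (400 uM added) Drosophila S3 cells treated with a concentration series. 20 uM Triacsin C defined 100% inhibition.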
S3 lipid droplet cell count max – second read-out of S3 lipid droplet, no call of its own (marks repeat the call); cell number change, %; measured here: cell count max response;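 cells counted by Cell Tracker Red CMTPX staining in the red channel; peak over a dose series mostly up to 46.1 µM; percent activity relative to internal control wells on each plate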
Starred values were filed as active, the others as inactive; i = inactive; ? = inconclusive; · = not tested or not shown; [ ] = another dose, or the depositor's remark. % is set by controls: 0 for no effect and ±100 for the full control effect; potency is the fitted concentration of half-maximal effect. Some of the compounds tested; the hit share may differ from the screen's.

SMILES	S3 lipid droplet	S3 lipid droplet cell count max
CCOC(CCNC(=O)c1cn(CC(C)C)c(=O)c2c1c1ccccc1n2C)OCC	?	·
C=CCN(C(=O)CNC(=O)c1ccco1)C(C(=O)NC1CCCCC1)c1ccc(OC)cc1OC (stereo unspecified)	?	·
O=[N+]([O-])c1cccc2c3c([nH]c12)CCCC3	1.4%	-7.2
CCCCn1c(N)c(N(CC(C)C)C(=O)c2cnc(C)cn2)c(=O)[nH]c1=O	-20.3%[0.0737 µM]	·
COc1ccc(-c2ccccc2)cc1NC(=O)c1cccs1	-0.2%	-0.7
O=C(CCS(=O)(=O)c1cccc2nonc12)Nc1cccc2c1CCCC2	?	·
COc1ccccc1C(=O)C1CCCN(C(=O)c2snnc2C)C1 (stereo unspecified)	15.4%	7.5
COc1ccc(NC(=O)c2sccc2SCC#N)cc1	?	·
CC#CC[N+](C)(C)CCCCCCCC	?	·
COC(=O)c1ccc(/C=C/C(=O)c2ccc(OC)cc2)cc1	-21.1%	-11.6
CCN1C(=O)N[C@H](c2ccc(Br)cc2)C(C(C)=O)=C1C	?	·
Cc1ccc2c(=O)n3c(nc2c1)C(Cc1ccccc1)NC(=O)c1ccc(Cl)cc1-3 (stereo unspecified)	6.1%	5.2
COCCCNC(=O)CCc1nnc2ccc(N3CCC(C)CC3)nn12	i	·
CCOC(=O)C1CCN(C(=O)N(CC)CC)CC1	?	·
O=C(C1CCN(S(=O)(=O)N2CCOCC2)CC1)N1CCc2ccccc21	8.8%	-10.9
O=C(CSc1ccc(F)cc1)Nc1ccc(N2CCOCC2)cc1	?	·
O=C(Cc1cc(=O)[nH][nH]1)N/N=C/c1ccccc1[N+](=O)[O-]	21.5%	2.7
O=CNc1ccccc1	-30.8%	-1.8
Cc1cc(C)n(C(=O)CNC(=O)COc2ccccc2)n1	?	·
CC1CCN(CC(=O)Nc2ccc(S(=O)(=O)N3C(C)CCCC3C)cc2)CC1 (stereo unspecified)	1.2%	3.6
O=C(Nc1c(Cl)ccc2nsnc12)c1ccc([N+](=O)[O-])o1	i	11.1
CC1C(=O)C(C)C(c2ccco2)NC1c1ccco1 (stereo unspecified)	i	-5.7
CCOC(=O)c1sc(N(Cc2ccccc2)C(=O)COC(=O)c2cnccn2)nc1C	i	·
O=C1c2ccccc2NC(c2ccc(F)cc2)N1Cc1ccccc1 (stereo unspecified)	?	·
CC(C)(C)C1CCc2[nH]nc(C(=O)O)c2C1 (stereo unspecified)	i	·
COc1cc(-c2nc(-c3ccc(NC(=O)c4ccc(Br)o4)cc3)no2)cc(OC)c1OC	?	·
CCC(C)NC(=S)N(CCc1ccccc1)Cc1cc2cc(OC)c(OC)cc2[nH]c1=O (stereo unspecified)	?	·
O=C(N/N=C/c1ccccn1)c1cc(-c2ccc3ccccc3c2)n[nH]1	?	·
Cc1occc1-c1nnc(SCC(=O)NC(=O)NC(C)C)n1N	27.0%	17.0
O=C(CC1CCCC1)Nc1cc(C(F)(F)F)ccc1-n1cncn1	-3.7%	-6.1
COc1cc(OC)cc(C(=O)NC2CCSC2=O)c1 (stereo unspecified)	14.0%	-6.8
CSc1nnc(C2CCCN2)n1C (stereo unspecified)	?	·
NC(=O)C1Cc2ccccc2CN1C(=O)c1cccc(Oc2ccccc2)c1 (stereo unspecified)	?	·
O=C(CC1SC2=NCCN2C1=O)Nc1ccc(Br)cc1 (stereo unspecified)	1.5%	2.0
COc1cc(S(=O)(=O)N(Cc2ccccc2)Cc2ccccn2)ccc1-n1cnnn1	-1.0%	-13.1
CCC(C)(C)n1nnnc1C(c1cc2cccc(C)c2[nH]c1=O)N1CCN(C(=O)c2ccco2)CC1 (stereo unspecified)	12.1%	-18.5

Three of these compounds, set out differently.
O=C(CC1CCCC1)Nc1cc(C(F)(F)F)ccc1-n1cncn1
- S3 lipid droplet = -3.7%
- S3 lipid droplet cell count max = -6.1
COc1cc(OC)cc(C(=O)NC2CCSC2=O)c1 (stereo unspecified)
- S3 lipid droplet = 14.0%
- S3 lipid droplet cell count max = -6.8
CSc1nnc(C2CCCN2)n1C (stereo unspecified)
- S3 lipid droplet = ?
- S3 lipid droplet cell count max = ·

More compounds follow.
SMILES	S3 lipid droplet	S3 lipid droplet cell count max
CC(C)NC(=O)NC(=O)CSc1nnc(-c2c[nH]c3ccccc23)o1	i	-26.7
COC(=O)c1nnn(-c2nc(N(C)C)nc(N(C)C)n2)c1C	0.0%	14.7
COc1ccc2c(-c3cc4ccc(OCc5ccc(F)cc5)cc4oc3=O)cc(=O)oc2c1	?	·
COCCNc1nc(C)cc(-c2cc(-c3ccc(Cl)cc3)on2)n1	?	·
N#Cc1ccc(C(=O)NC23CC4CC(CC(C4)C2)C3)cc1	-0.2%	15.6
COCCNC(=S)Nc1cc(OC)c(NC(=O)c2ccco2)cc1OC	-5.0%	6.2
CCCCNC(=O)c1cccc(S(=O)(=O)N2CC3(C)CC2CC(C)(C)C3)c1 (stereo unspecified)	?	·
O=S(=O)(c1c(F)cccc1F)N1CCN(Cc2c(O)ccc3ccccc23)CC1	i	-9.3
O=S(=O)(Nc1cccc2nsnc12)c1ccccc1	?	·
Nc1nnnn1/N=C/c1cccc(Br)c1	?	·
Cc1ccc(-n2cc(-c3ccccc3)c3c(=O)[nH]cnc32)cc1	?	·
O=C(COc1ccc2c3c(c(=O)oc2c1)CCCC3)NCCN1CCOCC1	i	15.2
CN(C(=O)CSc1nc2c(cnn2-c2ccccc2)c(=O)[nH]1)C1CCS(=O)(=O)C1 (stereo unspecified)	?	·
CCC(C)N(C(=O)COC(=O)c1cc([N+](=O)[O-])ccc1N1CCOCC1)C1CCS(=O)(=O)C1 (stereo unspecified)	19.5%	-7.4
Fc1ccccc1C1CC(c2ccco2)=Nc2ccccc2S1 (stereo unspecified)	?	·
O=S(=O)(NCC(O)c1ccccc1)c1cc(Cl)sc1Cl (stereo unspecified)	-14.8%	3.8
CCc1cccc(NC(=O)COC(=O)c2cc([N+](=O)[O-])ccc2N2CCOCC2)c1	2.1%	-16.1
Nc1nc(Sc2ccc([N+](=O)[O-])cc2[N+](=O)[O-])n[nH]1	?	·
CCOC(=O)C1=C(O)C(=O)N(c2ccc(S(N)(=O)=O)cc2)C1c1ccc(OC)cc1OC (stereo unspecified)	?	·
Cc1cccc(OCC(=O)NNc2c3ccccc3nc3ccccc23)c1	?	·
CCOC(=O)c1[nH]ncc1CN1CCCC(C(=O)c2cccc(OC(C)C)c2)C1 (stereo unspecified)	?	·
COc1ccc(NC(=O)CSc2nc3[nH]ncc3c(=O)n2-c2ccccc2C)cc1OC	?	·
O=C(O)CCc1ccc(-c2cccs2)n1NC(=O)c1ccco1	?	·
CN1CCN(CCCNC(=O)c2ccc3c(=O)n(CCc4ccccc4)c(=O)[nH]c3c2)CC1	?	·
Fc1cccc(F)c1-c1nc(-c2ccncc2)no1	?	·
CCCC12CN3CCN(CC(C3)/C1=N\NC(=O)c1ccc(C(C)(C)C)cc1)C2	6.1%	4.3
CCN1C(=NCc2ccco2)N[C@@H](c2cccc(F)c2)C(C(=O)OC)=C1C	?	16.3
CN(C)CCCCNCCCNC(=O)/C=N\O	?	·
CN(CC(=O)O)S(=O)(=O)c1cccs1	-3.3%	1.3
COc1ccc([C@@H]2CC=C(C(=O)O)[C@H](c3ccccc3F)N2S(=O)(=O)c2ccccc2C)cc1	?	·
Cc1ccn2cc(-c3cccc(NC(=O)c4cccs4)c3)nc2c1	?	·
C=CCn1c(SCC(=O)Nc2ccc(S(N)(=O)=O)cc2)nnc1-c1cnccn1	?	·
C=CCn1c(-c2c[nH]c3ccccc23)n[nH]c1=S	17.0%	-12.9
COc1cccc(/C=C2\SC(=O)N(CC(=O)NC3C=CS(=O)(=O)C3)C2=O)c1 (stereo unspecified)	?	·
O=C(CCCOc1ccccc1)N1CCc2ccccc2C1	?	·
COC(=O)c1ccc(NC(=O)CCc2nnc3ccc(NCc4ccco4)nn23)cc1	?	·
CCOc1ccccc1OCCC(=O)NNC(=O)Cn1nc(C)cc1C	?	·
COc1cc(C2NC(=O)C(C#N)=C(S)N2c2ccccc2)ccc1OC(C)C (stereo unspecified)	?	·
OC1(c2cccc(C(F)(F)F)c2)CCN(c2ncnc3c2[nH]c2ccccc23)CC1	?	·
COC(=O)C1=C(C)NC(c2c(O)ccc3ccccc23)C(C(=O)OC)=C1C (stereo unspecified)	?	·
Cc1[nH]ncc1-c1ccccc1Cl	14.7%	2.7
CCOC(=O)N1CCN(C(=O)c2ccc(N3CCCC3=O)cc2)CC1	?	·
Cc1ccc(-c2ccc(=O)n(CC(=O)NCCN3C(C)CCCC3C)n2)cc1 (stereo unspecified)	-9.1%	-11.9
Cc1ccccc1-n1nc(-c2ccc(N)cc2)cc1N	?	·
CCOC(=O)N1CCC(n2c(SCC(=O)c3ccccc3)nc3ccsc3c2=O)CC1	?	·
O=C(COC(=O)c1cc[n+]([O-])cc1)NCC12CC3CC(CC(C3)C1)C2	?	·
CC(=O)OC12CC3CC(C1)C(=NO)C(C3)C2	?	·
O=C1c2ccc(Oc3ccc([N+](=O)[O-])cc3)cc2C(=O)N1CCCO	i	21.3
OCCCNc1nc(-c2ccc(Cl)cc2)nnc1-c1ccccc1	?	·
Cc1cccc(-n2cnc(C(=O)N3CCN(C)CC3)c2)n1	?	·
O=C(Nc1ccc2c(c1)OCO2)Nc1ccc(F)cc1F	?	·
Cc1cccc(C(=O)N2CC(=O)Nc3ccc(F)cc3C2c2ccc(F)cc2)c1 (stereo unspecified)	-13.0%	-12.1
c1ccc(CCNc2ncnc3c2nnn3Cc2ccccc2)cc1	?	·
CCCc1nc2ccc(N)cc2c(=O)n1Cc1ccccc1Cl	5.5%	1.8
CC1CCCC(C)N1C(=O)COC(=O)C1CCN(S(=O)(=O)c2c(Cl)cccc2Cl)CC1 (stereo unspecified)	?	·
C/C(=N\Nc1nc2ccccc2s1)c1cccs1	?	·
COc1ccc(C(=O)O/N=C(\N)c2ccc(Cl)cc2)cc1	i	6.0
CCc1cc2c(N3CCCCC3)ncnc2s1	?	·
CN1CCN(c2nc(-c3ccc(Cl)s3)cs2)CC1	?	·
CC(C)(C)c1ccc(C(=O)OCCN2CCCCC2)cc1	?	·

Two entries picked at random from those above, as already listed:
SMILES	S3 lipid droplet	S3 lipid droplet cell count max
CC(C)(C)c1ccc(C(=O)OCCN2CCCCC2)cc1	?	·
COc1ccc(C(=O)O/N=C(\N)c2ccc(Cl)cc2)cc1	i	6.0

(listing goes on)
SMILES	S3 lipid droplet	S3 lipid droplet cell count max
COc1ccc2cc(C(C)C(=O)Nc3cccc(S(=O)(=O)N(C)C)c3)ccc2c1 (stereo unspecified)	?	·
COc1cc(F)ccc1S(=O)(=O)N1CCN(C23CC4CC(CC(C4)C2)C3)CC1	?	·
COc1ccccc1NC(=O)N1CCN(C(=O)c2ccco2)CC1	-17.7%	7.8
O=C(NCc1nnc(SCC(=O)N2CCCC2)o1)c1c(F)cccc1F	-2.1%	-4.9
COc1ccc(-c2cc(C)no2)cc1S(=O)(=O)Nc1ccccc1	i	·
CN(c1cccc(NS(=O)(=O)c2ccccc2)c1)S(C)(=O)=O	i	-10.1
C=C(C)Cn1c(SCCN2CCOCC2)nc2c1c(=O)[nH]c(=O)n2C	?	·
COc1ccc(CN2CC(C(=O)NCCC(C)C)CC2=O)cc1 (stereo unspecified)	0.6%	2.4
O=C(N/C(=C/c1ccco1)C(=O)N1CCCC1)c1cccs1	?	·
COC(=O)CSc1nnc(NC(=O)C2CC(=O)N(c3ccc(F)cc3)C2)s1 (stereo unspecified)	?	·
CCOC(=O)Cc1c(C)nc(SC)[nH]c1=O	-11.3%	11.9
O=C(c1ccco1)N1CCN(Cc2cccc(F)c2)CC1	?	·

One compound at a time, from the list above.
Results for `O=C(c1ccco1)N1CCN(Cc2cccc(F)c2)CC1` = S3 lipid droplet = ?; S3 lipid droplet cell count max = ·
Results for `CN(c1cccc(NS(=O)(=O)c2ccccc2)c1)S(C)(=O)=O` = S3 lipid droplet = i; S3 lipid droplet cell count max = -10.1
Results for `CCOC(=O)Cc1c(C)nc(SC)[nH]c1=O` = S3 lipid droplet = -11.3%; S3 lipid droplet cell count max = 11.9

(further entries)
SMILES	S3 lipid droplet	S3 lipid droplet cell count max
Cc1ccc(CN2CCN(Cc3ccncc3)CC2CCO)o1 (stereo unspecified)	8.2%	17.4
O=C(O)c1cc(Nc2cc(Cl)c3nonc3c2[N+](=O)[O-])ccc1O	-19.4%	-8.5
CCOC(=O)CSc1nnc(-c2ccc(OC)cc2)n1CC	?	·
O=C(Oc1ccc(-c2ccccc2)cc1)C1C2CCCCC21 (stereo unspecified)	-22.5%	-15.2
Cc1ccc(Cn2nc(C)c(NC(=O)C3(C)CC3(Br)Br)c2C)cc1 (stereo unspecified)	?	·
Cc1ccc(N2CC(C(=O)Nc3ccc4c(c3)OCO4)CC2=O)cc1C (stereo unspecified)	?	·
CN(C)S(=O)(=O)c1ccc(N2CCCC2)c(C(=O)Nc2ccccc2F)c1	14.2%	25.2
Cc1cc(Cl)ccc1C(=O)C1CCCN(C(=O)c2cnn(C(C)C)c2)C1 (stereo unspecified)	?	·
COc1ccc(-c2[nH]ncc2N=Nc2ccccc2)cc1	?	·
O=C(/C=C/c1ccccc1)NC(=S)NNC(=O)c1cccnc1	-0.6%	-5.4
CC12CCC(C(=O)NC3CCCC3)(CC1=O)C2(C)C (stereo unspecified)	2.2%	5.1
CCCNC(=O)NC(=O)CSc1nncs1	?	·
CS(=O)(=O)Oc1ccc(Br)c2cccnc12	?	·
